Source: PubChem (National Center for Advancing Translational Sciences (NCATS))
RXFP1 antag = blocks the human relaxin receptor RXFP1. Q9HBX9. HEK293-RXFP1, relaxin-stimulated cAMP HTRF, 30 min; hits give low values. activity change, negative = inhibition, % at 57.5 µM. 0.59% of 350,000 active. AID 1259400;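 active = activity change of -60% or lower, but not beyond a set lower limit; inconclusive = change between -60% and -40%, or beyond the set limit; inactive = change above -40%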; note: % is set by controls: 0 for no effect and ±100 for the full control effect
Target sequence (Q9HBX9 whole entry, looked up): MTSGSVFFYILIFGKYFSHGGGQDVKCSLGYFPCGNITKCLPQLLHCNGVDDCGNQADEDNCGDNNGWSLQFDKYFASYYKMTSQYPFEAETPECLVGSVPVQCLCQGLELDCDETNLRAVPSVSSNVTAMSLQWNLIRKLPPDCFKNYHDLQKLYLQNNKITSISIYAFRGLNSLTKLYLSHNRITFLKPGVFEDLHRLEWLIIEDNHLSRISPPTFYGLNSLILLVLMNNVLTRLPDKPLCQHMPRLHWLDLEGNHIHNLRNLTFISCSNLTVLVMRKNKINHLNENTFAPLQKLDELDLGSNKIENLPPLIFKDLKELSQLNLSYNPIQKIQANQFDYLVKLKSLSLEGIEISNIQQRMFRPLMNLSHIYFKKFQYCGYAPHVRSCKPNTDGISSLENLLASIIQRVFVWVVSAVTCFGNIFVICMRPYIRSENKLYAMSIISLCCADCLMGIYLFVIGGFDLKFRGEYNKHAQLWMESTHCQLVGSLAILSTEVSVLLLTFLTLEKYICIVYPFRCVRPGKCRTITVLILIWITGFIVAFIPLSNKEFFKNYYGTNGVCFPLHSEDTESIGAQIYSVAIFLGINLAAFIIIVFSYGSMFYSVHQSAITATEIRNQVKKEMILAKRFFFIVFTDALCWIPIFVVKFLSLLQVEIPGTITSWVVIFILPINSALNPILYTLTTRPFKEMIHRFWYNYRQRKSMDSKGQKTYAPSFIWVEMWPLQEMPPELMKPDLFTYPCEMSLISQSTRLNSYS
APE1 inh = blocks human APE1 abasic DNA cleavage. 0.35% of 350,000 active. Potency, µM (series often up to 65.8 µM), for inactives: top-dose activity change, negative = inhibition, actives largely listed as inhibitors. recombinant APE1, TAMRA/BHQ-2 abasic DNA cleavage fluorescence;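 note: potency is the fitted concentration of half-maximal effect; plate controls were vehicle for no effect and reference inhibitor for full effect; nearly all actives have a fitted effect of over 55% in size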
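Quantitative HTS: incision of a TAMRA/BHQ-2 double-stranded substrate bearing a tetrahydrofuran abasic site by 0.75 nM APE1 raises fluorescence. Substrate 50 nM final, added after 15 min compound preincubation at room temperature; progress as third-minus-first kinetic read difference.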
Pol eta inh = DNA polymerase eta (human) inhibition. Q9Y253. recombinant Pol eta, fluorescent DNA replication assay. Potency, µM (series often up to 114 µM), for inactives: top-dose activity change, negative = inhibition, hits mostly inhibitors. 1.2% of 390,000 active. AID 588591; note: potency is the fitted concentration of half-maximal effect; % is set by controls: 0 for no effect and ±100 for the full control effect
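Pol eta (10 nM) was preincubated with compounds for 15 min at room temperature, after which fluorescent replication substrate (50 nM final) was added to start the reaction. Fluorescence was read kinetically at 0 and 10 min.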
Pol kappa inh = DNA polymerase kappa (human) inhibition | Q9UBT6 | purified Pol kappa, fluorescent DNA synthesis assay, 10 min | Potency, µM (series often up to 107 µM), without a hit: top-dose activity, negative = inhibition, most hits filed as inhibitors | 0.53% of 400,000 active | AID 588579; note: potency is the fitted concentration of half-maximal effect; % is set by controls: 0 for no effect and ±100 for the full control effect
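Fluorescent qHTS in 1536-well format: enzyme (10 nM) and compound sat 15 min at room temperature before 50 nM substrate (final) was added. Signal taken at 0 and 10 min; no-enzyme buffer wells were negative controls.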
BLM inh = blocks DNA unwinding by human BLM helicase | P54132 | recombinant BLM DNA unwinding, fluorescence dequenching | Potency, µM (titrated, usually from 56.1 µM), without a hit: top-dose activity change, negative = inhibition, usual class: inhibitors | 0.2% of 350,000 active;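 note: potency is the fitted concentration of half-maximal effect; plate controls were vehicle for no effect and no enzyme for full effect; nearly all actives have a fitted effect of over 35% in size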
POLI inh = blocks human DNA polymerase iota activity. Q9UNA4. Pol iota fluorescent replication assay, 10 min. Potency, µM (series often up to 115 µM), without a hit: top-dose activity, negative = inhibition, usual class: inhibitors. 1% of 390,000 active; note: potency is the fitted concentration of half-maximal effect
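Pol iota at 10 nM preincubated 15 min with compounds at room temperature; reaction started with fluorescent substrate, 50 nM final. Fluorescence read kinetically at 0 and 10 min; buffer-only wells as negative control.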
Anesthetic bind = candidate novel general anesthetic via apoferritin binding; AID 485281; Potency, µM (top dose mostly 77.5 µM), without a hit: top-dose activity change, negative = displacement, most hits filed as inhibitors; 0.074% of 350,000 active; apoferritin/1-aminoanthracene competitive binding, fluorescence; note: potency is the fitted concentration of half-maximal effect; % is set by controls: 0 for no effect and ±100 for the full control effect; nearly all actives have a fitted effect of over 20% in size
Target sequence (P02791 2-175 limits assumed): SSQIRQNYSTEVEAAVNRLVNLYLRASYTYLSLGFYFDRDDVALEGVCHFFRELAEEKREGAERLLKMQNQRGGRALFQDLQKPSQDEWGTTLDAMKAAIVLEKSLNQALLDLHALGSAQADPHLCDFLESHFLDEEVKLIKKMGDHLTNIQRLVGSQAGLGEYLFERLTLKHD
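Concentration-response curves derived by four-parameter Hill fitting of normalized fluorescence, where compounds displaced 1-AMA from 10 uM horse apoferritin following a brief 10 min room-temperature incubation; propofol titration acted as positive control.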
Tb PGK inh = inhibitors of T. brucei phosphoglycerate kinase. Potency, µM (top dose mostly 57.5 µM), without a hit: top-dose activity change, negative = inhibition, hits mostly inhibitors. P07378. PGK/GAPDH coupled, Kinase-Glo luminescence, 60 min. 0.043% of 380,000 active; note: potency is the fitted concentration of half-maximal effect; % is set by controls: 0 for no effect and ±100 for the full control effect; nearly all actives have a fitted effect of over 60% in size
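Recombinant glycosomal PGK reaction used 1,3-bisphosphoglycerate generated in-well by GAPDH (100nM final) in 100mM TEA pH 7.6, 5mM MgCl2, 0.01% Tween-20. After 60 minutes at room temperature, ATP was read by Kinase-Glo Plus luminescence end-point.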
Pol beta inh = blocks human DNA polymerase beta activity | Potency, µM (series often up to 114 µM), inactives show at the top dose activity change, negative = inhibition, usual class: inhibitors | P06746 | AID 485314 | 1.3% of 340,000 active | Pol beta primer extension/strand displacement, fluorescence kinetic; note: potency is the fitted concentration of half-maximal effect; % is set by controls: 0 for no effect and ±100 for the full control effect
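Human Pol beta at 10 nM; strand-displacement substrate 50 nM final. Compound exposure 15 min at room temperature before start, reaction 10 min at room temperature.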
Active calls of the source: *; i = inactive; ? = inconclusive; . = not tested or not shown; [ ] = dose if it differs, or a comment. Unless noted, calls come from the whole dose curve; as a rule, active = well fitted curve in the direction sought with a large enough effect; inconclusive = small, poorly fitted or top-dose-only effect, or another doubt; inactive = no such curve, though single readings can be large; an effect the other way counts as inactive or inconclusive.

1	O=C(NNc1cc(N2CCOCC2)nc(N2CCOCC2)n1)c1ccc(Cl)c(Cl)c1
2	CC(C)Oc1ccccc1C1CC(=O)Nc2cc3c(cc21)OCCO3 (stereo not given)
3	COc1ccc(NC(=O)CCN2C(=O)C3CC=CCC3C2=O)cc1S(=O)(=O)N1CCCCC1 (stereo not given)
4	CCOC(=O)/C(=N\Nc1ccccc1Cl)N(C)C1CCS(=O)(=O)C1 (stereo not given)
5	CCOc1cc(-c2cc(-c3ccc(N)cc3)nc(N)c2C#N)ccc1O
6	CCOc1ccc(C(=O)c2c(N)c(-c3nc(-c4ccc(OCC)cc4)cs3)c3ccccn23)cc1
7	Cc1cccc(NC(=O)CNC(=O)N2CC(=O)Nc3ccccc32)c1C
8	COc1ccc(/C=C/C(=O)O)cc1S(=O)(=O)NCc1cccnc1

assay / entry | 1 | 2 | 3 | 4 | 5 | 6 | 7 | 8
RXFP1 antag | 3 | 2 | 2 | 4 | 10 | 1 | -3 | -4
APE1 inh | 1% | -5% | -12% | -11% | -5% | . | 10% | 30%
Pol eta inh | -11% | -17% | 6% | -5% | -22% | . | -3% | ?
Pol kappa inh | -10% | -15% | -1% | -1% | -13% | 8% | -14% | -11%
BLM inh | -5% | -4% | . | -1% | -1% | -2% | -2% | 0%
POLI inh | 14% | -5% | 60%[activator] | 24% | -7% | 13% | 45%[activator] | 81%[activator]
Anesthetic bind | -19% | -9% | . | -10% | 75%[activator] | 3% | -5% | 1%
Tb PGK inh | -2% | -8% | -2% | -8% | -3% | . | 4% | -18%
Pol beta inh | -22% | 8% | . | -1% | -4% | 29% | 35%[activator] | ?

9	Oc1c(CN2CCOCC2)cc(COCc2ccccc2)c2cccnc12
10	O=C(COC(=O)c1cnccn1)NC(=O)c1ccccc1
11	Cc1onc(-c2ccccc2Cl)c1C(=O)NCC1CCCO1 (stereo not given)
12	CCN(CC)Cc1c(C(=O)N/N=C(\C)c2ccncc2)nnn1-c1nonc1N
13	COC(=O)C1=C(C)N(CCCC(=O)O)C(=O)NC1c1ccc([N+](=O)[O-])cc1 (stereo not given)
14	COc1ccc(CCNC(=O)CNC(=O)Cn2cnc3sc(C)c(C)c3c2=O)cc1OC
15	Cc1ccc(NC(=O)CCCn2c(=O)c3cccn3c3cccnc32)c(Cl)c1
16	COc1ccccc1/C=C1\SC(=S)N(NS(=O)(=O)c2ccc(C)cc2)C1=O

assay / entry | 9 | 10 | 11 | 12 | 13 | 14 | 15 | 16
RXFP1 antag | -25 | -12 | 6 | -17 | . | -9 | 4 | -1
APE1 inh | 1% | 10% | 3% | 2% | . | 0% | . | 28%
Pol eta inh | -21% | ? | 2% | -5% | -14% | -17% | 20% | 89µM*
Pol kappa inh | 2% | -17% | -4% | 0% | -3% | -1% | -6% | -7%
BLM inh | -4% | . | 1% | 0% | . | -11% | -5% | -5%
POLI inh | 28% | 2% | -1% | -9% | 17% | 65%[activator] | -3% | ?
Anesthetic bind | -7% | . | -7% | 6% | . | 0% | -4% | -22%
Tb PGK inh | 0% | -3% | -5%[11.5 µM] | -11% | -8% | 7% | -2% | -5%
Pol beta inh | 1% | . | 7% | 28% | . | 26% | -8% | ?

17	COc1ccccc1C(=O)Nc1nc2cc3c(cc2s1)OCO3
18	Cc1ccc(S(=O)(=O)N2CCOCC2)cc1NC(=O)COC(=O)CNC(=O)c1ccc(Cl)cc1Cl
19	CCOc1nc(NCCO)nc(Nc2ccc([N+](=O)[O-])cc2)n1
20	O=C(O)/C=C/C(=O)Nc1nccs1
21	CNC(=S)NNC(=O)c1cccn(Cc2ccccc2)c1=O
22	O=C(NCC1CC1)Nc1cccs1
23	COc1ccc(C2Nc3ccc(Br)cc3C(c3ccccc3)N2CC(=O)O)cc1 (stereo not given)
24	C=CCNC(=O)CSc1nnc(-c2ccccc2Cl)n1-c1c(C)n(C)n(-c2ccccc2)c1=O

assay / entry | 17 | 18 | 19 | 20 | 21 | 22 | 23 | 24
RXFP1 antag | 4 | -14 | -14 | -18 | -8 | 1 | -16 | 6
APE1 inh | 0% | -20% | 3% | -1% | -6% | 1% | 6% | -4%
Pol eta inh | -21% | -15% | ? | 5% | -10% | -3% | -6% | -12%
Pol kappa inh | 4% | -22% | -21% | -6% | -9% | 2% | -8% | -4%
BLM inh | -4% | -6% | 5% | -6% | -1% | -2% | -1% | -4%
POLI inh | -1% | 26% | -4% | 1% | 8% | 22% | 93%[activator] | 6%
Anesthetic bind | 62%[activator] | ? | -16% | -9% | 0% | -6% | -7% | -13%
Tb PGK inh | -10% | -2% | 0% | i | 3% | -3% | -1% | i
Pol beta inh | 10% | -30% | 1% | 5% | 102% | -15% | 6% | 15%

Pol eta inh: what is marked active above.
| nr | structure | RXFP1 antag | APE1 inh | Pol eta inh | Pol kappa inh | BLM inh | POLI inh | Tb PGK inh | Pol beta inh |
| --- | --- | --- | --- | --- | --- | --- | --- | --- | --- |
| 16 | COc1ccccc1/C=C1\SC(=S)N(NS(=O)(=O)c2ccc(C)cc2)C1=O | -1 | 28% | 89µM* | -7% | -5% | ? | -5% | ? |

(more compounds)
25	COc1ccc(OC)c(NC(=O)CN2C(=O)COc3ccc(S(=O)(=O)N4CCCC4)cc32)c1
26	CCn1ccc2cc(S(=O)(=O)N3CCC(C(=O)NCCc4ccc(SC)cc4)CC3)ccc21
27	c1ccc(-c2csc(Nc3ccc4c(c3)OCCO4)n2)cc1
28	Cc1cnc(C(=O)OCC(=O)Nc2ccc(Br)c(C)c2)cn1
29	Cc1cc(OCC(=O)N(Cc2ccco2)C2CCS(=O)(=O)C2)cc(C)c1Cl (stereo not given)
30	CCN(CC)CCOC(=O)c1ccc(N/C=C(/C#N)c2nc(-c3cc4ccccc4oc3=O)cs2)cc1
31	COc1ccc(NC(=O)CN(C)C(=O)CSCC(=O)Nc2ccc(C)cc2)cc1
32	CCCCC(CC)C(=O)Nc1ccc(C#N)cc1 (stereo not given)

assay / entry | 25 | 26 | 27 | 28 | 29 | 30 | 31 | 32
RXFP1 antag | 7 | 3 | 3 | 7 | -16 | -9 | 8 | -5
APE1 inh | 4% | . | 2% | 34% | -2% | ? | 8% | 3%
Pol eta inh | -12% | -17% | -3% | 4% | -9% | -37% | -1% | 0%
Pol kappa inh | -9% | -13%[60.1 µM] | -5% | -9% | -10% | -28% | 3% | -6%
BLM inh | 0% | -2% | -6% | . | -7% | -7% | . | -4%
POLI inh | 55%[activator] | 15% | -15% | -16% | 123%[activator] | ? | 13% | 24%
Anesthetic bind | -10% | 0% | -12% | . | -5% | 0% | . | -18%
Tb PGK inh | -7% | 3% | -5% | -7% | 2% | -6% | -9% | -8%
Pol beta inh | 13% | -15% | 9% | . | -20% | -12% | . | 31%

Continued; the last 2 above are carried over.
31	COc1ccc(NC(=O)CN(C)C(=O)CSCC(=O)Nc2ccc(C)cc2)cc1
32	CCCCC(CC)C(=O)Nc1ccc(C#N)cc1 (stereo not given)
33	COc1ccccc1NC(=O)C(C)OC(=O)CCNS(=O)(=O)c1cccc(C(F)(F)F)c1 (stereo not given)
34	O=C(Cn1cnnn1)Nc1cccc(S(=O)(=O)N2CCCCC2)c1
35	CCc1ccc2c(O)c3c(cc2c1C(=O)OC)C(=O)c1c(O)ccc(O)c1C3=O
36	COc1ccc2c(c1)c(C(=O)CN1CCc3ccccc3C1)c(C)n2C
37	CCOC(=O)c1c(C)oc2c1c(C=NCc1ccccn1)c(O)c1ccccc12
38	CCCC(=O)Nc1cc(C)c(NC(=O)Cc2ccccc2)cn1
39	COc1ccc(C)cc1NC(=O)c1cc2c(CO)cnc(C)c2oc1=N
40	CCOc1ccc(N(CC(=O)NCc2ccco2)S(C)(=O)=O)cc1

assay / entry | 31 | 32 | 33 | 34 | 35 | 36 | 37 | 38 | 39 | 40
RXFP1 antag | 8 | -5 | 7 | -2 | . | -8 | . | . | . | -6
APE1 inh | 8% | 3% | -15% | 15% | ? | -8% | 2% | 13% | 2% | -1%
Pol eta inh | -1% | 0% | -20% | 4% | . | -1% | ? | . | -8% | ?
Pol kappa inh | 3% | -6% | -3% | -15% | 7.9µM* | -10% | -2% | . | 0% | 8%
BLM inh | . | -4% | . | 0% | -11% | 7% | -10% | -2% | -2% | -8%
POLI inh | 13% | 24% | 17% | 105%[activator] | . | 0% | ? | . | 12% | 6%
Anesthetic bind | . | -18% | . | -9% | 5% | -2% | ? | -10% | -12% | -5%
Tb PGK inh | -9% | -8% | -4% | 4% | . | -2% | -2% | . | 5% | -6%
Pol beta inh | . | 31% | . | 0% | . | -11% | -17% | 20% | -20% | 10%

41	COC(=O)c1c(-c2ccccc2Cl)noc1/C=C/N(C)C
42	O=C(CCc1ccccc1)NNC(=S)NCc1ccc(Cl)cc1
43	CCCCn1c(SCC(=O)N2CCCC2)nc2c1c(=O)n(C)c(=O)n2C
44	CN1C(N)=NC(=O)/C1=C/c1ccccc1F
45	COC(=O)c1ccc(-c2ccc(Cl)cc2)nc1C
46	COc1ccccc1CNC(=O)c1cc(S(=O)(=O)N2CCCCCC2)cn1C
47	COc1ccc(CNS(=O)(=O)c2ccc(-c3ccc(=O)[nH]n3)o2)cc1
48	CC1C(=O)CCN(C(C)(C)C)C1C (stereo not given)
49	CCOc1ccccc1OCCCC(=O)NC1=NCCS1

assay / entry | 41 | 42 | 43 | 44 | 45 | 46 | 47 | 48 | 49
RXFP1 antag | -13 | 0 | 2 | -17 | -4 | . | -1 | 2 | -3
APE1 inh | -4% | 11% | 9% | 1% | 6% | . | 61%[activator] | 3% | -3%
Pol eta inh | -10% | -16% | 0% | -22% | -16% | -19% | -18% | -6% | 5%
Pol kappa inh | 1% | 0% | 1% | -2% | -17% | -4%[60.1 µM] | -3% | -3% | -10%
BLM inh | -11% | -6% | -1% | 1% | -2% | -3% | 1% | 1% | -1%
POLI inh | ? | -12% | -3% | 29% | 8% | 24% | 17% | 10% | -5%[58.9 µM]
Anesthetic bind | -13% | -7% | -8% | -6% | ? | 35%[activator] | -9% | -3% | -17%
Tb PGK inh | . | -5% | i | -2% | -2% | i | -11% | 5% | -5%
Pol beta inh | -9% | 11% | 1% | -3% | 15% | 2% | 11% | 1% | 0%

Not all compounds are listed; rates above refer to the full screens.
